HDAC3 inhib = HDAC3 deacetylase inhibitors, primary screen, biochemical, fluorescence, cell-free homogeneous | Histone deacetylase 3 (Homo sapiens), O15379 | recombinant HDAC3, fluorogenic peptide/trypsin coupled | inhibition, % at 8.3 µM | 320,000 tested, 0.15% active; in the data active = inhibition above about 26%, passing the limit was not always enough; inconclusive = no clear call, values can overlap the other calls
Target sequence (O15379 whole entry, looked up): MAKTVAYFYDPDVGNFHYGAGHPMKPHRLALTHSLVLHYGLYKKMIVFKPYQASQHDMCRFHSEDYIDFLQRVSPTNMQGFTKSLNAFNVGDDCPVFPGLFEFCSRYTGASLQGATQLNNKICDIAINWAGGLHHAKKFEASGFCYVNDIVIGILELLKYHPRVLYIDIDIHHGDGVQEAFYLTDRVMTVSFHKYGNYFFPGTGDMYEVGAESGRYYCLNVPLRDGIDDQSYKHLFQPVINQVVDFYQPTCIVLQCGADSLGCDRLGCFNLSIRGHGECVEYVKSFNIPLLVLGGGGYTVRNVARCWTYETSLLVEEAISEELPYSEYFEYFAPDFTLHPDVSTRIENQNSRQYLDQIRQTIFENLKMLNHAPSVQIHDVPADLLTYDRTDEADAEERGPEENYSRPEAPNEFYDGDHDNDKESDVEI
GSK3 alpha inh = blockers of GSK3A enzyme activity – biochemical, luminescence, cell-free homogeneous, HTS, primary screen | GSK-3 alpha kinase, ADP-Glo luminescence, 60 min | Glycogen synthase kinase-3 alpha (Homo sapiens), P49840 | inhibition, % at 10 µM | 320,000 tested, 0.1% active;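 in the data active = inhibition above about 50%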;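 note: GST-tagged GSK-3 alpha with peptide substrate and 25 µM ATP; 0% = DMSO neutral wells and 100% = GW8510 positive control wells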
Dyrk1A ADPGlo = rat Dyrk1A kinase inhibitors, primary screen, biochemical, single point, plate reader | AID 504441, 2011 | Dual specificity tyrosine-phosphorylation-regulated kinase 1A (Rattus norvegicus), Q63470 | ADP-Glo luminescence, NFATc1 peptide | inhibition, % at 12.5 µM | 310,000 tested, 0.43% active; in the data active = inhibition above about 50%;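 note: plate controls were vehicle with enzyme for no effect and no enzyme for full effect; many of its hits are not listed in these tables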
KCNK3 inh = human KCNK3 channel inhibitors, primary screen, CHO cells, FluxOR thallium flux, B-score. Potassium channel subfamily K member 3 (Homo sapiens), O14649. FluxOR fluorescence; active compounds read low. B-score at 10 µM. 340,000 tested, 0.84% active. AID 602410, 2012;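 active = B-score under library mean minus 4 SD, starting fluorescence ratio at most library mean plus 5 SD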;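 note: more negative B-score means stronger inhibition of thallium flux through KCNK3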
Target sequence (O14649 whole entry, looked up): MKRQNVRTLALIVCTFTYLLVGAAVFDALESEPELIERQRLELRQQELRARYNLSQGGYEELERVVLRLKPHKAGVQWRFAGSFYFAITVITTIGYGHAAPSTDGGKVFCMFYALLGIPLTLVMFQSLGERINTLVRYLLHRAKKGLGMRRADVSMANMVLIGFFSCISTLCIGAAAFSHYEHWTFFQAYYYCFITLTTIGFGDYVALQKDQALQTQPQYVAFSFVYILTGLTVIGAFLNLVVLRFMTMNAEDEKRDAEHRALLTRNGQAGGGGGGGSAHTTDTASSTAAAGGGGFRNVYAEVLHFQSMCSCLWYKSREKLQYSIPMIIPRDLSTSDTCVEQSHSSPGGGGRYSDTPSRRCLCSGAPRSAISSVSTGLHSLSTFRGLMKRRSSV
The depositor's hits bear a star; i = inactive; ? = inconclusive. This is a subset. The share of hits here may be higher or lower than overall.

Each structure is followed by: GSK3 alpha inh	HDAC3 inhib	Dyrk1A ADPGlo	KCNK3 inh
1) CCCCN(C(=O)CSCC(=O)Nc1ccc(C)cc1)c1c(N)n(CC(C)C)c(=O)[nH]c1=O
  -2	-7	-2	i
2) Cn1cc(Br)c(C(=O)NNC(=O)c2ccc(Br)cc2)n1
  -2	4	-3	i
3) O=C(CNC(=O)c1cccs1)Nc1ccc(N2CCOCC2)cc1
  -1	6	0	i
4) C[C@H](CO)N1C[C@H](C)[C@@H](CN(C)Cc2ccc3c(c2)OCO3)Oc2ccc(NC(=O)Cn3cnnn3)cc2C1=O
  0	-1	2	i
5) Cc1c(C(=O)N2CCN(S(=O)(=O)c3cccs3)CC2)oc2ccc(F)cc12
  -1	1	2	i
6) CCN(CC(=O)Nc1ccc(OC)cc1)CC(=O)Nc1ccc2c(c1)OCO2
  1	5	-2	i
7) C=CCSc1nnc(NC(=O)c2ccc(N3CCCC3=O)cc2)s1
  -5	5	-5	i
8) COC(=O)[C@@]12CCCN1[C@H](c1ccc(-c3ccc(C(C)=O)cc3)c(OC)c1)[C@H]1C(=O)N(C)C(=O)[C@H]12
  -2	-1	-6	i
9) CCN(CC(=O)NC1CCS(=O)(=O)C1)S(=O)(=O)c1ccc(Br)cc1 (configuration not stated)
  -3	-2	-4	i
10) CN(Cc1ccccc1Br)C(=O)CSc1nnnn1C1CC1
  -3	2	-2	i
11) CN(C)c1ccc(/C=C/C(=O)c2ccc3c(c2)OCO3)cc1
  7	10	1	i
12) CC(=O)c1ccccc1NC(=O)COC(=O)c1cc(C)oc1C
  -4	1	1	i
13) CCc1c(C)[nH]c2ccccc2c1=O
  -3	6	6	i
14) CC(C)(C)n1ncc2c(=O)n(Cc3cccc(Cn4cnc5c(cnn5C(C)(C)C)c4=O)c3F)cnc21
  -2	6	6	i
15) COCC(C)n1c(SCC(=O)Nc2ccc3c(c2)OCCO3)nc2ccccc2c1=O (configuration not stated)
  -1	-2	3	i
16) Cc1cc(C)n2nc(C(=O)Nc3cc(S(=O)(=O)N4CCCCC4)ccc3C)nc2n1
  2	?	2	i
17) O=C(Cn1nc(-c2ccccc2)oc1=O)OCC(=O)c1ccccc1
  1	0	-1	i
18) Cc1nn(C)c(Cl)c1S(=O)(=O)N[C@@H](c1ccccc1)[C@]1(C)C[C@H]1[C@@H](C)C(=O)Nc1ccc2ccccc2c1
  -3	14	-4	i
19) COc1cccc(CNC(=O)c2cccc(NC(=O)CC3SC(N4CCCCC4)=NC3=O)c2)c1 (configuration not stated)
  2	-2	1	i
20) CCOc1ccc2[nH]c(=O)c(C(c3nnnn3C3CCCCC3)N3CCN(C)CC3)cc2c1 (configuration not stated)
  -2	-14	-1	i
21) COc1ccc2c3n([n+]([O-])c2c1)CCN=C3c1ccc(Cl)cc1
  3	0	14	i
22) CC(=O)N1CCN(c2ccc(NCc3cccc(C)c3)cc2)CC1
  -2	1	2	i
23) Cc1ccc(SCC(=O)NNC(=O)CCS(=O)(=O)c2ccc(C)cc2)cc1
  -3	-4	-3	i
24) CC1=C(C#N)C(c2cccnc2)C2=C(CCCC2=O)N1 (configuration not stated)
  0	-18	0	i
25) CCOc1ccc(NC(=O)CN(c2ccc(OC)cc2)S(=O)(=O)c2cccs2)cc1
  14	-1	5	i
26) Cc1ccc(CN(C)CC(=O)Nc2ccccc2C(=O)NC2CC2)o1
  -5	-2	2	i
27) CNS(=O)(=O)c1ccc2c(c1)C(=O)c1cc(S(=O)(=O)NC)ccc1CC2
  -1	0	4	i
28) O=C(COC(=O)/C=C/c1cccc(Cl)c1)Nc1c(F)cccc1F
  -3	-1	-1	i
29) CC(C)(C)OC(=O)C[C@H]1C/C=C\C[C@@H](CC(=O)N[C@@H](CO)Cc2ccccc2)C(=O)NCCOC1=O
  -3	-2	0	i
30) O=C1O[C@@H](c2ccc(O)cc2)Cc2cccc(O)c21
  1	-1	7	i
31) Cc1noc(C)c1NC(=O)N(C)C[C@H]1Oc2ccc(NC(=O)NC3CCCCC3)cc2C(=O)N([C@H](C)CO)C[C@@H]1C
  1	-1	-6	i
32) Cc1nonc1OCCNc1ccc([N+](=O)[O-])cc1[N+](=O)[O-]
  0	6	3	i
33) C#CCOCCOCCOCCNc1nc(N2CCN(C(=O)[C@H](CC(N)=O)n3cc([C@@H](N)CC(N)=O)nn3)CC2)nc(N2CCN(C(=O)[C@H](CC(N)=O)n3cc([C@@H](N)CC(N)=O)nn3)CC2)n1
  1	-13	4	i
34) CN(C1CCCCC1)S(=O)(=O)c1ccc(=S)[nH]c1
  6	-2	-2	i
35) CCN1C(=O)[C@H]2[C@@H](c3ccc(-c4ccc5c(c4)OCO5)c(OC)c3)N[C@@](C)(C(=O)OC)[C@H]2C1=O
  0	-9	3	i
36) O=C(NCCC1=CCCCC1)c1ccc(-n2cncn2)cc1
  -6	2	5	i
37) CC(C)C(NCC(=O)Nc1ccccc1C(=O)NC1CC1)c1ccccc1 (configuration not stated)
  1	3	-2	i
38) CN(CC(=O)Nc1ccccc1Cl)C(=O)COC(=O)/C=C/c1cccc(C(F)(F)F)c1
  0	10	0	i
39) CSCC[C@H](NC(=O)c1cccc(S(=O)(=O)N2CCCCCC2)c1)c1nc2ccccc2[nH]1
  -1	-3	-4	i
40) CSc1nc(N)nc2c1ncn2CC(=O)NCC1CCCO1 (configuration not stated)
  -1	6	-3	i
41) CC(=O)C[C@H](O)CC(=O)[C@H]1OC(=O)CCCCCc2ccccc21
  -3	3	-2	i
42) Cc1ccc(S(=O)(=O)/N=C2\C=C(Nc3ccc(O)cc3)C(=O)c3ccccc32)cc1
  4	-5	27	i
43) CCc1ncc(C)nc1CC
  -1	10	0	i
44) CC(=O)Oc1ccc(-c2ccc(C(=O)OCC(=O)c3c(N)n(C)c(=O)n(C)c3=O)cc2)cc1
  -2	1	-4	i
45) CN(c1ccccc1)S(=O)(=O)c1cccc(NC(=O)C2=NNC(=O)CC2)c1
  1	6	4	i
46) COc1cc(C)c(CN2CCN(S(=O)(=O)c3ccc(Cl)s3)CC2)cc1OC
  -2	-3	-2	i
47) CCN(CC(=O)Nc1c(F)cccc1F)C(=O)CNC(=O)c1sc2ccccc2c1Cl
  6	1	0	i
48) O=C1c2ccccc2CCc2ccc(Br)cc21
  -2	-8	-2	i
49) COc1cc(OC)cc(-c2oc(=O)c3cc(OC)c(OC)cc3c2C(F)(F)F)c1
  0	3	-3	i
50) CC1CCN(C(=O)COC(=O)c2cc(=O)[nH]c3ccccc23)CC1
  2	-2	-2	i
51) CN(CCOc1ccccc1)C(=O)c1ccc2c(c1)OCO2
  -1	-1	-5	i
52) CCN(CC)c1ccc(NC(=O)COc2ccc(-n3cnnn3)cc2)cc1
  4	3	17	i
53) COc1ccc(NC(=O)CSc2nnc(CNC(=O)c3ccco3)n2-c2ccccc2OC)cc1
  -3	-3	4	i
54) CC(C)NC(=O)Nc1ccc2c(c1)C(=O)N([C@H](C)CO)C[C@H](C)[C@@H](CN(C)S(=O)(=O)c1ccccc1)O2
  -3	0	-1	i
55) Cc1nc(C)c(C(=O)OCC(=O)NCc2ccccc2)s1
  -4	-3	-4	i
56) O=C(c1cccn2c(=O)c3cc(Br)ccc3nc12)N1CCN(c2ccccn2)CC1
  3	1	-6	i
57) COc1ccc(NC(=O)CN(C)C(=O)c2ccc3ccccc3n2)cc1
  -5	-1	1	i
58) COC(=O)c1ccc(COC(=O)CNC(=O)c2ccc(C)s2)cc1
  -3	2	1	i
59) CCC(CO)Oc1cc(NCc2ccccc2)c2ncn(C(C)C)c2c1 (configuration not stated)
  -1	17	5	i
60) COc1ccc(-c2ccc3c(c2)S(=O)(=O)c2cccc(C(=O)NC[C@@H]4CCCO4)c2C3=O)cc1OC
  2	4	5	i

Next section:
Each structure is followed by: GSK3 alpha inh	HDAC3 inhib	Dyrk1A ADPGlo	KCNK3 inh
61) COc1ccc(CC(=O)NCc2ccc(F)cc2)cc1S(=O)(=O)N1CCOCC1
  -4	-1	1	i
62) O=C(CN1C(=O)/C(=C2\SC(=S)N(C3CCS(=O)(=O)C3)C2=O)c2ccccc21)Nc1ccccc1 (configuration not stated)
  -3	2	3	i
63) CCC[C@@H]1Cc2ccccc2N1C(C)=O
  0	-4	1	i
64) COc1cccc(Nc2nc(C)cc(C)c2C#N)c1
  1	0	6	i
65) COCCn1c(SCC(=O)Nc2c(C)n(C)n(-c3ccccc3)c2=O)nc2ccccc2c1=O
  -2	-1	1	i
66) CCCCCCCCCCCCCCCC[n+]1ccc(/C=N/O)cc1
  0	9	-4	i
67) CC(C)(C)OC(=O)N[C@@H](C(=O)OC(C)(C)C)c1ccc(C(F)(F)F)cc1
  2	3	5	i
68) CCc1nnc(NC(=O)c2ccc(S(=O)(=O)N(CC(C)C)CC(C)C)cc2)o1
  -2	5	0	i
69) CC(=O)c1ccc(S(=O)(=O)Nc2ccc(Cl)c(S(=O)(=O)N3CCCC3)c2)cc1
  -9	2	-3	i
70) COc1ccc(NC(=O)N(C)C[C@H]2Oc3ccc(NC(=O)CCC(F)(F)F)cc3C(=O)N([C@H](C)CO)C[C@@H]2C)cc1
  -3	-1	6	i
71) CCOC(=O)C1CCCN(C(=O)c2cc(S(=O)(=O)N3CCCCCC3)ccc2OC)C1 (configuration not stated)
  -1	4	-6	i
72) COc1ccccc1OCCNC(=O)c1cccc(S(=O)(=O)NCc2ccccc2)c1
  1	8	-3	i
73) COc1ccccc1NC(=O)C(C)OC(=O)CSCC(=O)Nc1ccc(C)cc1C (configuration not stated)
  -4	4	-3	i
74) O=C1c2ccccc2C(=O)C12OC2c1ccc(Cl)cc1Cl (configuration not stated)
  -1	2	-4	i
75) Cn1c(SCC(=O)Nc2ccc3c(c2)CCC3)nnc1C1CC1
  -9	-5	2	i
76) CCOc1ncccc1C(=O)OCC(=O)Nc1cc(C(C)(C)C)ccc1OC
  -5	0	1	i
77) C#CCOCCOCCOCCNc1nc(N2CCN(C(=O)CCCCCCCCCCNC(=O)Cn3cc(CCCCCN)nn3)CC2)nc(N2CCN(C(=O)CCCCCCCCCCNC(=O)[C@H]([C@@H](C)CC)n3cc(CCCCCN)nn3)CC2)n1
  23	13	0	i
78) O=C(NCC(c1ccco1)N1CCCC1)c1ccc(Cl)c(S(=O)(=O)N2CCc3ccccc32)c1 (configuration not stated)
  1	1	0	i
79) Nc1nc2ccc(C(=O)Nc3ccc(N4CCOCC4)cc3)cc2s1
  0	13	5	i
80) CC(=O)N/C(=C\c1ccccc1)C(=O)OCC(=O)c1c(N)n(C)c(=O)n(C)c1=O
  -3	0	-8	i
81) Cc1cccc(N2CCN(C(=O)c3ccc4[nH]c(C)c(C)c4c3)CC2)c1C
  -6	8	4	i
82) CNC(=O)NC(=O)C(C)OC(=O)c1c(C)noc1C (configuration not stated)
  -1	2	1	i
83) Cc1ccc(NS(=O)(=O)c2cccc(C(=O)N3CCN(c4ncccn4)CC3)c2)cc1
  4	-2	-2	i
84) COc1cc(C(=O)NNC(=O)COc2ccccc2Cl)ccc1OCC(=O)N1CCOCC1
  -2	-1	4	i
85) O=C(COC(=O)COc1ccccc1)NC12CC3CC(CC(C3)C1)C2
  -4	-2	9	i
86) CC(=O)NCCc1ccc(C(=O)COC(=O)c2cc(C)oc2C)cc1
  6	-3	3	i
87) CNc1snc(C)c1C(=O)OCC(=O)NCc1ccccc1OC
  1	-1	-5	i
88) CS(=O)(=O)c1ccc(N2CCN(S(=O)(=O)c3cccs3)CC2)c([N+](=O)[O-])c1
  -1	1	2	i
89) Cc1cc(C(C)(C)C)cc(C)c1COC(=O)CN1C(=O)NC2(CCCC2)C1=O
  -2	8	5	i
90) Cc1ccc(OCC(=O)Nc2nc(C)c(Cl)cc2Cl)c([N+](=O)[O-])n1
  -2	4	-5	i

Arranged by length of the SMILES (high to low): some entries from above
Each structure is followed by: GSK3 alpha inh	HDAC3 inhib	Dyrk1A ADPGlo	KCNK3 inh
18) Cc1nn(C)c(Cl)c1S(=O)(=O)N[C@@H](c1ccccc1)[C@]1(C)C[C@H]1[C@@H](C)C(=O)Nc1ccc2ccccc2c1
  -3	14	-4	i
20) CCOc1ccc2[nH]c(=O)c(C(c3nnnn3C3CCCCC3)N3CCN(C)CC3)cc2c1 (configuration not stated)
  -2	-14	-1	i
26) Cc1ccc(CN(C)CC(=O)Nc2ccccc2C(=O)NC2CC2)o1
  -5	-2	2	i
51) CN(CCOc1ccccc1)C(=O)c1ccc2c(c1)OCO2
  -1	-1	-5	i
63) CCC[C@@H]1Cc2ccccc2N1C(C)=O
  0	-4	1	i

The list goes on:
Each structure is followed by: GSK3 alpha inh	HDAC3 inhib	Dyrk1A ADPGlo	KCNK3 inh
91) COc1cccc(NC(=O)c2ccccc2-c2nc(-c3cccc(C)c3)no2)c1
  -1	-5	-5	i
92) O=C(CCN=C1NS(=O)(=O)c2ccccc21)NCc1ccccc1F
  0	3	5	i
93) CCOC(=O)C1=C(C)NC(C)=C(C(=O)OCC)C1C(=O)OCC(=O)N1CCCCC1C (configuration not stated)
  1	1	1	i
94) COc1cc(OC)cc(C(=O)NC(C(=O)N2CCC2)C(C)C)c1 (configuration not stated)
  -4	5	-3	i

Compound activity (PubChem BioAssay)
